Screens (PubChem)
All columns: NCI-60 one-dose screen, growth in % after 48 h at 10 µM unless noted; 100 = growth as untreated, 0 = no growth, -100 = all killed.
NCI-H226: NCI-H226 lung cancer; 79,000 tested, 3.5% active; AID 1794732
A498: A498 renal cancer cells; 76,000 tested, 5.4% active; AID 1794774
NCI/ADR-RES: NCI/ADR-RES ovarian cells. AID 1794790. 81,000 tested, 4.4% active
ACHN: ACHN renal cancer | 81,000 tested, 4.9% active | AID 1794771
CAKI-1: CAKI-1 renal cancer; 75,000 tested, 4.7% active
RXF 393: RXF 393 renal cancer cells. 77,000 tested, 6.9% active
NCI-H522: NCI-H522 lung cancer | AID 1794739 | 78,000 tested, 8% active
NCI-H460: NCI-H460 lung cancer; 82,000 tested, 6.8% active; AID 1794736
NCI-H23: NCI-H23 lung cancer; 80,000 tested, 4% active; AID 1794731
Numbers without * were called inactive; . = no result given; & = joins results of further samples. Rule for the calls: active = growth percent below 10; inactive = the rest.

SMILES | NCI-H226 | A498 | NCI/ADR-RES | ACHN | CAKI-1 | RXF 393 | NCI-H522 | NCI-H460 | NCI-H23
Cc1nc(SCC(=O)NC2CCCC2)c2oc3ccccc3c2n1 | . | 97 | 77 | 83 | 56 | 90 | 94 | 92 | 99
Cc1ccc(S(=O)(=O)OCCN(CCOS(=O)(=O)c2ccc(C)cc2)S(=O)(=O)c2ccc(C)cc2)cc1 | 92 | 123 | 85 | 104 | 75 | 142 | . | 106 | 84
Cc1ccc(NC(=O)CNC(C)(C)C)cc1Cl | 97 | 118 | 103 | . | . | 112 | 65 | 107 | 98
N#C/C(=C\c1ccco1)c1ccc([N+](=O)[O-])cc1 | 108 | 86 | 99 | 105 | 100 | 172 | 109 | 96 | 98
Cc1c(C(=O)C(SC(=S)N(C)C)SC(=S)N(C)C)nnn1-c1ccc([N+](=O)[O-])cc1 | 96 | 108 | 100 | 104 | 96 | 94 | 55 | 108 | 98
O=C(NNC(=O)c1cccc2ccccc12)c1ccc(Cl)cc1Cl | 100 | 77 | 100 | 100 | 95 | 116 | . | 101 | 99
CCCCN1CCN(c2ccc3nc(-c4ccc5nc(-c6ccc(OCC)c(OCC)c6)[nH]c5c4)[nH]c3c2)CC1 | 16 | . | 73 | 13 | 28 | -96* | -32* | -84* | -56*
Cc1ccc(-n2cc3c(-c4cc5c(ccc6ccccc65)oc4=O)nnc(C)c3n2)cc1 | 97 | 111 | 86 | 77 | . | 106 | 80 | 76 | 84
NCc1ccccc1O | 90 | 106 | 106 | 106 | 87 | 90 | . | 110 | 111
O=C1C=CC(=O)N1c1ccc2ccccc2c1 | 111&98 | 101 | 104&100 | 50&38 | 83&54 | 102&83 | -24* | 111&110 | 103&93

Sorted by SMILES length (largest number first): three of the compounds above.
SMILES | NCI-H226 | A498 | NCI/ADR-RES | ACHN | CAKI-1 | RXF 393 | NCI-H522 | NCI-H460 | NCI-H23
Cc1ccc(-n2cc3c(-c4cc5c(ccc6ccccc65)oc4=O)nnc(C)c3n2)cc1 | 97 | 111 | 86 | 77 | . | 106 | 80 | 76 | 84
N#C/C(=C\c1ccco1)c1ccc([N+](=O)[O-])cc1 | 108 | 86 | 99 | 105 | 100 | 172 | 109 | 96 | 98
Cc1nc(SCC(=O)NC2CCCC2)c2oc3ccccc3c2n1 | . | 97 | 77 | 83 | 56 | 90 | 94 | 92 | 99

Later entries.
SMILES | NCI-H226 | A498 | NCI/ADR-RES | ACHN | CAKI-1 | RXF 393 | NCI-H522 | NCI-H460 | NCI-H23
NCCCOc1cc2ccccc2cc1C(=O)NCCCOc1cc2ccccc2cc1C(=O)Nc1ccc(Cl)cc1O | -86* | -39* | 29 | -96* | -90* | -96* | -65* | -72* | -68*
NC(=O)Nc1ccc(Nc2ccccc2)cc1 | 93 | 98 | 97 | 96 | 80 | 120 | 79 | 102 | 98
O=C(/C=C/c1ccccc1F)c1cccc(OCCCCOc2cccc(C(=O)/C=C/c3ccccc3F)c2)c1 | 105 | 117 | 98 | 98 | 95 | 105 | 91 | 100 | 89
O=C(C(=Cn1c(=S)[nH]c2ccc([N+](=O)[O-])cc21)C(=O)c1ccccc1)c1ccccc1 | 99 | 118 | 100 | 97 | 97 | 124 | 83 | 105 | 94
Sc1cccc2cccnc12 | 56 | 66 | 25 | 30 | . | 13 | -13* | 6.8* | 55
CN(C)c1ccc(/C=C2\C=C(c3ccc(Cl)c(Cl)c3)N(C(=O)c3ccccc3)NC2=O)cc1 | 93 | 78 | 96 | 95 | 84 | 119 | 85 | 102 | 100
COC(=O)[C@H](Cc1ccccc1)NC(=O)[C@]12CCC(C)(C)C[C@H]1C1=CC[C@@H]3[C@@]4(C)Cc5c([nH]c6ccccc56)C(C)(C)[C@@H]4CC[C@@]3(C)[C@]1(C)CC2 | 104 | . | 102 | 102 | 88 | 108 | 90 | 102 | 104
Oc1ccc(Cc2ccccc2Cl)c(O)c1 | . | 75 | 92 | 92 | 91 | 84 | 95 | 101 | 89
COc1ccc(-c2nc(SCCC(C)C)nc(N/N=C(/C)c3ccc(Cl)cc3Cl)c2C#N)cc1 | 95 | 85 | 92 | 98 | 84 | . | 90 | 93 | 97
O=[N+]([O-])c1ccc2c(Cl)[nH]nc2c1 | 84 | 93 | 103 | 102 | 84 | 116 | 116 | 105 | 95
O=c1nc(Nc2ccc([N+](=O)[O-])cc2O)sc2ccccc12 | 57 | -7.5* | 22 | 44 | 33 | 7.3* | 14 | 22 | 40
COc1c(C=O)c(O)cc2oc(-c3ccc(Cl)cc3)cc(=O)c12 | 107 | 88 | 108 | 104 | 104 | 129 | 93 | 99 | 101
C=C(C[C@](O)(C(=O)CC)C(=O)Oc1ccccc1)c1ccccc1 | 99 | 89 | 112 | 111 | 92 | 102 | 98 | 102 | 102
Nc1ccn(C2CCCO2)c(=O)n1 (stereo not given) | 105 | 106 | 116 | 108 | 107 | 113 | 121 | 119 | 116
COc1ccc(/C=C2\Oc3cc(OCCCN4CCCCC4)ccc3C2=O)cc1OC | 90 | . | 97 | 93 | 93 | 74 | 99 | 89 | 92
CCOCc1nc(N)nc(N)c1-c1cccc(Cl)c1 | . | 93 | 109 | 103 | 122 | 99 | 101 | 84 | 106
CC1=CN2C(=NC3=C(CCC/C3=C\c3ccc(Cl)cc3)C2c2ccc(Cl)cc2)S1 (stereo not given) | 96 | 87 | 100 | 110 | 99 | 88 | 95 | 105 | 87
CCCCc1nc2c(N)nc3ccccc3c2n1Cc1ccc(OC)cc1 | 73 | 36 | 59 | 77 | 52 | 58 | 69 | 63 | 60
C/C(=N/NC(=O)c1cc2ccccc2oc1=N)c1ccc(Br)cc1 | 100 | 73 | 99 | 99 | 100 | 105 | 99 | 108 | 99
C=C(C)[C@@H]1CC[C@]2(C(=O)NC3CCCCC3)CC[C@]3(C)[C@H](CC[C@@H]4[C@@]5(C)CC[C@H](N)C(C)(C)[C@@H]5CC[C@]43C)[C@@H]12 | 94 | 118 | 98 | 104 | 65 | 94 | 93 | 99 | 106
S=c1[nH]nc(Cn2c3ccccc3c3ccncc32)o1 | 107 | 97 | 102 | 98 | . | 112 | 91 | 100 | 107
CC(C)CC(=O)Nc1ccccc1-c1ccccc1 | 94 | 79 | 103 | 105 | 104 | . | 97 | 110 | 101
CNC(=O)c1cc(Oc2ccc3nc(Nc4ccc(F)c(F)c4)ccc3c2)ccn1 | 76 | 82 | 74 | 79 | 86 | 101 | 74 | 87 | 83
Cn1cc(NC(=O)c2cc(NC(=O)c3ccc(C#Cc4ccccc4)cc3)cn2C)cc1C(=O)NCCCN1CCOCC1 | 70 | 114 | 90 | 64 | 57 | -4.3* | -52* | -15* | 59
Cc1ccc(S(=O)(=O)OC(CCC#N)C(CCC#N)OS(=O)(=O)c2ccc(C)cc2)cc1 (stereo not given) | 87 | 80 | 80 | 89 | 93 | 99 | 89 | 99 | 91
O=C1CCCCC1(c1ccccc1)c1ccccc1 | 100 | . | 96 | 101 | 82 | 94 | 99 | 103 | 99
O=C(/C=C/c1ccccc1F)c1c(O)c2ccccc2oc1=O | 107 | . | 101 | 99 | 97 | 97 | 97 | 89 | .
COc1ccc(/C=C/C(=O)c2ccc(-c3cc4ccccc4oc3=O)nc2C)cc1OC | 118 | 95 | 119 | 107 | 95 | 109 | 105 | 103 | .
BrCCCc1n(Cc2ccc3ccccc3c2)c2ccccc2[n+]1Cc1ccc2ccccc2c1 | -73* | -32* | 58 | 5.3* | -91* | -78* | -52* | -88* | -81*
O=C(O)c1cn(C2CC2)c2cc(N3CCN(C(=O)Nc4nc(-c5ccccc5)cs4)CC3)c(F)cc2c1=O | 47 | -0.9* | 77 | 25 | 64 | 43 | -2.0* | 5.5* | 9.1*
CC1(CO)CSC(Nc2ccc(F)cc2)=N1 (stereo not given) | 106 | 89 | 108 | 100 | 100 | 118 | 75 | 107 | 97
COCc1nc2nccc(-c3ccccn3)n2n1 | 98 | 83 | 107 | 103 | 90 | 107 | 92 | 113 | 102
Cn1cc(-c2nc(N)nnc2-c2ccccn2)c2cc(Br)ccc21 | 83 | 114 | 95 | 92 | 89 | 89 | 89 | 108 | 100
CC(C)N(C)c1ccc(N=Nc2cc(Cl)ccc2Cl)cc1 | 103 | 77 | 104 | 97 | 88 | 118 | 95 | 102 | 88
Oc1ccccc1/C=N/c1nc2cc(Cl)ccc2s1 | 92 | 99 | 100 | 93 | . | 105 | 90 | 97 | 98
COc1ccc(N=Nc2c(N)nn3c(-c4ccc(OC)c(OC)c4)c4c(N)c(C(C)=O)c(-c5ccccc5)nc4nc23)cc1 | 89 | 113 | 102 | 94 | 93 | 100 | 84 | 100 | 99
CC[n+]1cccc(O)c1 | 114 | 80 | 99 | 102 | 71 | 89 | 50 | 108 | 101
C=CCOCC(O)CN(CCCC)CCCC (stereo not given) | 97 | 92 | 93 | 105 | 86 | 98 | 82 | 107 | 94
O=C1/C(=C/c2ccc(N3CCCCC3)cc2)Cc2cc3c(cc21)OCO3 | 94 | 110 | 100 | 99 | 92 | 120 | 96 | 98 | 98
CCCCC(=O)OC1CCCCC1C (stereo not given) | 79 | 93 | 97 | 94 | 95 | 93 | 83 | 104 | 97
Cc1cccc[n+]1C | 88&92 | 104&112 | 118&104 | 106&105 | 106 | 71&92 | 101&107 | 114&106 | 119&100
CCCCCCCNC(=O)CCCNc1ncnc2c1ncn2-c1ccccc1 | 85 | 85 | 95 | 94 | 94 | 102 | 79 | 106 | 105
NC(N)=Nc1nc2ccc(Cl)cc2[nH]1 | 95 | 112 | 115 | 97 | 87 | 111 | 100 | 105 | 109
FC(F)(F)c1cccc(/C=C/c2nn3c(-c4ccccc4Br)nnc3s2)c1 | 96 | 99 | 101 | 105 | 97 | 131 | 96 | 103 | .
C=CCNc1nc2c(cc1C#N)c(C)nn2-c1ccccc1 | 68 | 100 | 95 | 92 | . | 84 | 75 | 98 | 79
O=C(CCl)Nc1ccc(NC(=O)c2cc(Cl)ccc2O)c(Cl)c1 | 59 | 100 | 57 | 86 | 59 | 87 | -23* | 67 | 29
CCN1CCN(C(=S)SCC(=O)Nc2nc3ccc(OC)cc3s2)CC1 | . | 105 | 100 | 110 | 82 | 93 | . | 113 | 100
O=C(CNc1ccc(F)cc1)N1c2cccc3cccc(c23)N(C(=O)CNc2ccc(F)cc2)C1c1cn(-c2ccccc2)nc1-c1cccc([N+](=O)[O-])c1 | 84 | 87 | 97 | 87 | 65 | 107 | 85 | 101 | 81
CO/C=C/C(=O)c1cc2cnc3c(=N)cc(NC(=O)C(C)C)c([nH]1)c23 | -40* | -46* | -9.6* | -1.5* | . | . | 24 | 5.4* | -12*
O=C1O/C(=C2\OCc3ccccc32)c2ccccc21 | 85 | 106 | 97 | 106 | 100 | 118 | 90 | 97 | 104

A few values from the list.
NCI-H460, CCN1CCN(C(=S)SCC(=O)Nc2nc3ccc(OC)cc3s2)CC1 → 113
RXF 393, O=C(CCl)Nc1ccc(NC(=O)c2cc(Cl)ccc2O)c(Cl)c1 → 87

(list continues)
SMILES | NCI-H226 | A498 | NCI/ADR-RES | ACHN | CAKI-1 | RXF 393 | NCI-H522 | NCI-H460 | NCI-H23
Cn1cccc1/C=C1\C(=O)Nc2ccccc21 | 104 | 125 | 93 | 98 | 86 | 103 | 101 | 89 | 67
Cn1cnc2nc[nH]c2c1=N | 103 | 103 | 96 | 112 | 94 | 114 | 87 | 109 | .
CC(C)(C)OC(=O)CN1CCc2c(sc3ncnc(N/N=C/c4cccc5ccccc45)c23)C1 | 53 | 52 | 7.9* | 16 | 35 | 56 | 33 | 21 | 41
O=C(O)/C=C\C(=O)NCCO | 108 | 109 | 105 | 100 | 97 | 109 | 74 | 100 | 103
COC(=O)c1ccccc1SSc1ccccc1C(=O)OC | 96 | 114 | 101 | 104 | 91 | 117 | . | 113 | 101
CCn1cnc2c(=O)[nH]c(N)nc21 | 94 | 116 | 107 | 119 | 97 | 111 | 76 | 105 | 101
CCN(CC)C(=O)C[N+](C)(C)CCOC(c1ccccc1)c1ccccc1 | 102 | 114 | 99 | 111 | . | . | 105 | 109 | 95
Cc1ccc(-c2c(O)c(Br)c(-c3ccc(C)cc3C)c(O)c2Br)c(C)c1 | 91 | 107 | 100 | 113 | 99 | 105 | . | 99 | 97
CCCCOc1ccc(N=Nc2ccc(N)nc2N)cn1 | 86 | 98 | 97 | 98 | . | 87 | 69 | 99 | 101
OC(CN1CCCCC1)c1ccc(I)cc1 (stereo not given) | 106 | 103 | 111 | 106 | 96 | 121 | 119 | 116 | 104

Next section, overlapping the part above by 2 compounds.
SMILES | NCI-H226 | A498 | NCI/ADR-RES | ACHN | CAKI-1 | RXF 393 | NCI-H522 | NCI-H460 | NCI-H23
CCCCOc1ccc(N=Nc2ccc(N)nc2N)cn1 | 86 | 98 | 97 | 98 | . | 87 | 69 | 99 | 101
OC(CN1CCCCC1)c1ccc(I)cc1 (stereo not given) | 106 | 103 | 111 | 106 | 96 | 121 | 119 | 116 | 104
Nc1nc(Nc2ccc(Cl)cc2)nn1Cc1cccc(Br)c1 | 42 | -1.2* | 26 | 23 | 27 | . | 28 | 18 | 32
O=[N+]([O-])c1ccc(NCCCc2ccccc2)cc1 | 124 | 107 | 100 | 95 | 94 | 120 | 83 | 111 | 94
C/C(=N\Nc1ncnc2c1c(C)nn2C)c1ccc(Br)cc1 | 97 | 83 | 97 | 102 | 101 | 97 | 93 | 106 | 92
CCOC(=O)c1nc(Nc2ccc(NC(=O)Nc3cccc(OC)c3)cc2)c2ccccc2n1 | 94 | 74 | 99 | 94 | 82 | 106 | 93 | 101 | 97
NC(N)=NS(=O)(=O)c1ccc(N=Nc2c(N)nn(-c3ccccc3)c2N)cc1 | 95 | 102 | 100 | 97 | 87 | 99 | 98 | 111 | 93
